CHRM1 PAM: positive allosteric modulators of human M1 muscarinic receptor; P11229; AID 588819; activation, % at 3 µM; 360,000 tested, 0.088% active; CHO-K1 hM1, Fluo-8 calcium fluorescence, ACh EC20; 0% = ACh EC20, 100% = maximal ACh; in the data active = activation above about 19%, passing the limit was not always enough
Target sequence (P11229 whole entry, looked up): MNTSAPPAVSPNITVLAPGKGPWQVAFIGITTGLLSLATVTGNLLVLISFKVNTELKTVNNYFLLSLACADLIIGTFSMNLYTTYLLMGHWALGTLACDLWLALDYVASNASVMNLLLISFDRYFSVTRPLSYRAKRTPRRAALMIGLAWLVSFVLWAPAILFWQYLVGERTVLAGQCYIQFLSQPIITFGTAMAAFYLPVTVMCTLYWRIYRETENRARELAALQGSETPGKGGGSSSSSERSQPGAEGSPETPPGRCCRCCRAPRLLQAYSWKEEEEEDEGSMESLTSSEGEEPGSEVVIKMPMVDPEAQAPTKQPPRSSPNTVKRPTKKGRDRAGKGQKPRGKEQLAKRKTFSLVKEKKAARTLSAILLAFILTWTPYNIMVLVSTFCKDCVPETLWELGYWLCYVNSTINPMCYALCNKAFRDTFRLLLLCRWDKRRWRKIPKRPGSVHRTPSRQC
TAAR1 antag: human TAAR1 antagonism; 360,000 tested, 1.5% active; AID 624466; inhibition, % at 3 µM; Q96RJ0; CHO RD-HGA16 TAAR1, Fluo-8 calcium fluorescence, antagonist;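 active = inhibition above a per-plate cutoff, the mean inhibition of test compounds on that plate plus 3 SD, cut at about 49% in these data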;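 note: 0% = DMSO plus EC80 beta-PEA response and 100% = DMSO alone without agonist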
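test system = CHO RD-HGA16 cells bearing hTAAR1 | replication = singlicate | controls = DMSO-only wells and EC80 β-PEA-stimulated wells | reagent = EC80 β-phenethylamine stimulus | read-out basis = percent inhibition of PEA-evoked calcium signal, max/basal emission ratio | schedule = seeding 17-24 h prior, 75-min 37 °C, 30-min RT dye loading | signal = kinetic Fluo-8 calcium fluorescence measurement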
CHRM1 agonist: agonists of human M1 muscarinic receptor | CHO-K1 hM1, Fluo-8 calcium fluorescence, agonist mode; 0% DMSO, 100% acetylcholine EC100 | P11229 | 360,000 tested, 0.33% active | activation, % at 3 µM;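 active = activation above the run's mean compound activation plus 3 SD, cut at about 16% in these data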;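 note: peak over basal fluorescence ratio within a 140 s kinetic read after compound addition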
OXTR agonist: activates the human oxytocin receptor; CHO-OTR cells, Fluo-8 calcium fluorescence; normalized: DMSO 0%, oxytocin 100%; AID 2435; activation, % at 3 µM; 320,000 tested, 0.32% active;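 active = activation above the mean of all tested compounds plus 3 SD, cutoff set per screening run, cut at about 20% in these data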;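 note: peak over basal fluorescence ratio from a 100 s FLIPR kinetic read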
Target sequence (P30559 whole entry, looked up): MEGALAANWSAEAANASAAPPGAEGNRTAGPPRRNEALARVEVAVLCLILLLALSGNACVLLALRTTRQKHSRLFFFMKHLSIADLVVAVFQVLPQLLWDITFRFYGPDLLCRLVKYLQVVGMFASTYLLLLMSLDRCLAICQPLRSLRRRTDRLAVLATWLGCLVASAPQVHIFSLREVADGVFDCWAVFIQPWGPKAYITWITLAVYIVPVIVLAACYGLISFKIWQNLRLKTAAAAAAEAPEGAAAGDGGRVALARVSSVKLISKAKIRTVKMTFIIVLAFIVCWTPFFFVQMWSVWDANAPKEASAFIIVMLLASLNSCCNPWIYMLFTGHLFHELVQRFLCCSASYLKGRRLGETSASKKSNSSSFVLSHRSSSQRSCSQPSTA
V1R ag counter: counter-screen for oxytocin receptor agonists: human V1a receptor agonists | CHO-V1R cells, Fluo-8 calcium fluorescence, agonist mode; 0% DMSO, 100% 3 nM vasopressin | activation, % at 3 µM | 320,000 tested, 0.25% active;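 active = activation above the mean activation of all tested compounds plus 3 SD, per screening run, cut at about 20% in these data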;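 note: signal is peak over basal fluorescence ratio across a 100 second FLIPR read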
OXTR potentiate: potentiators of human oxytocin receptor | P30559 | CHO-OTR cells, Fluo-8 calcium fluorescence, potentiator mode; 0% = oxytocin EC15, 100% = EC100 | activation, % at 3 µM | 320,000 tested, 0.061% active | AID 2445;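 active = activation above that plate's cutoff, the mean activation of tested compounds plus 3 SD, cut at about 6.6% in these data, passing the limit was not always enough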;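 note: 100% uses oxytocin at 75 nM as the full agonist control; some results filed as inactive read as strong as hits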
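Assay system: CHO cell line stably expressing human OTR | Also added: Oxytocin at about EC15, sub-maximal agonist stimulus | Times: Compound 6 min at room temperature before oxytocin, 100 s read | Measured by: Fluo-8 intracellular calcium fluorescence, ex 470-495, em 515-575 nm | Controls: EC15 oxytocin alone as 0%, 75 nM oxytocin as 100%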
M1 antag: antagonists of human M1 muscarinic receptor; CHO-K1 hM1, Fluo-8 calcium fluorescence, ACh EC80 antagonist; 360,000 tested, 1.3% active; P11229; inhibition, % at 3 µM;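 active = percent inhibition above its own plate's cutoff, namely the mean of that plate's compound wells plus 3 SD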;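 note: peak over basal fluorescence ratio during 140 s after agonist addition; 0% = ACh EC80 plus DMSO and 100% = DMSO alone without agonist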
TAAR1 ag: human TAAR1 agonism | Q96RJ0 | CHO RD-HGA16 TAAR1, Fluo-8 calcium fluorescence; vehicle wells 0%, saturating PEA agonist 100% | activation, % at 3 µM | 360,000 tested, 0.99% active;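 active = activation above the mean activation of all test compounds in the run plus 3 SD, cut at about 38% in these data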
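Signal – calcium-sensitive Fluo-8 signal, excitation 470-495, emission 515-575 nm · System – RD-HGA16 (CHO) cells co-expressing Gα16 and hTAAR1 · Incubation – 17-24 h seeding, 75 min 37 °C dye, 30 min RT · Compound dosing – 3 µM single concentration · Repeats – no replicates (n 1)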
CHO parental Ca: signal in parental CHO cells, OX1R antagonist counter-screen; parental CHO-K1, ATP-induced calcium, Fluo-8 fluorescence; inhibition, % at 5.6 µM; 330,000 tested, 0.63% active;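 active = inhibition above that plate's mean sample inhibition plus 3 SD, cut at about 26% in these data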;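 note: 0% = ATP-challenged DMSO wells and 100% = DMSO wells without ATP; some compounds past the cut are filed as inactive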
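material = parental CHO cells | also added = ATP as calcium-mobilizing challenge | dosing = single point at 5.6 µM | detection = intracellular calcium via Fluo-8 no-wash fluorescent dye | read-out = % inhibition | benchmarks = low control ATP plus DMSO, high control DMSO only | repeats = one well per compound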
* hit, by the source's call.

How did CC1CC(C)CN(CC(O)COCc2ccccc2)C1 (configuration not stated) do in these assays?
CHRM1 PAM: 8; TAAR1 antag: -17; CHRM1 agonist: -6; OXTR agonist: -0.4; V1R ag counter: 0.6; OXTR potentiate: -9; M1 antag: -14; TAAR1 ag: -1; CHO parental Ca: -8

Results for O=P(NCc1ccccc1)(OCc1ccccc1)OCc1ccccc1 ?
CHRM1 PAM: -4; TAAR1 antag: 10; CHRM1 agonist: -1; M1 antag: -5; TAAR1 ag: 7

Results for CN1CCN(C(=O)C2CCN(c3ncnc4c3nc3n4CCCCC3)CC2)CC1 ?
CHRM1 PAM: 1; TAAR1 antag: -20; CHRM1 agonist: -6; OXTR agonist: -0.7; V1R ag counter: -0.4; OXTR potentiate: -5; M1 antag: -8; TAAR1 ag: 6; CHO parental Ca: -15

How did CC(C)(Oc1ccc(Cl)cc1)C(=O)NCc1ccc(S(N)(=O)=O)cc1 do in these assays?
CHRM1 PAM: 9; TAAR1 antag: 13; CHRM1 agonist: -9; OXTR agonist: 0.5; V1R ag counter: 0.2; OXTR potentiate: -5; M1 antag: -6; TAAR1 ag: 0; CHO parental Ca: -7

How did O=C(CN1C(=O)/C(=C\c2cccs2)SC1=S)Nc1cccc(C(=O)O)c1 do in these assays?
CHRM1 PAM: 11; TAAR1 antag: -29; CHRM1 agonist: -1; OXTR agonist: 0.3; V1R ag counter: -0.2; OXTR potentiate: -5; M1 antag: -15; TAAR1 ag: 2; CHO parental Ca: 11

What do the screens show for `c1csc(-c2nc3nc4ccccc4nc3n2Cc2ccc3c(c2)OCO3)c1`?
CHRM1 PAM: 10; TAAR1 antag: 42; CHRM1 agonist: -2; OXTR agonist: -1.1; V1R ag counter: 0.1; OXTR potentiate: -17; M1 antag: -36; TAAR1 ag: 13; CHO parental Ca: -15

What do the screens show for `c1ccc(-n2nnnc2SCc2cccc(CSc3nnnn3-c3ccccc3)n2)cc1`?
CHRM1 PAM: -5; TAAR1 antag: 30; CHRM1 agonist: -4; OXTR agonist: 0.7; V1R ag counter: 1.9; OXTR potentiate: -16; M1 antag: 6; TAAR1 ag: 5; CHO parental Ca: 19

What do the screens show for `O=Cc1cccn1Cc1ccc(Cl)cc1Cl`?
CHRM1 PAM: 0; TAAR1 antag: -8; CHRM1 agonist: -7; OXTR agonist: -1.4; V1R ag counter: -0.9; OXTR potentiate: 2; M1 antag: 8; TAAR1 ag: 5; CHO parental Ca: -10

Results for COc1cc(OC)c(OC)cc1CN1CCCC(C(=O)c2ccccc2SC)C1 (configuration not stated) ?
CHRM1 PAM: 4; TAAR1 antag: -15; CHRM1 agonist: -7; OXTR agonist: -0.2; V1R ag counter: 0.2; OXTR potentiate: -5; M1 antag: -11; TAAR1 ag: 2; CHO parental Ca: -25

Results for CC1(C)CCCN(C(=O)c2ccc3c(c2NCCO)C(=O)c2ccccc2C3=O)C1 ?
CHRM1 PAM: -8; TAAR1 antag: 32; CHRM1 agonist: -11; OXTR agonist: 1.8; V1R ag counter: 0.8; OXTR potentiate: -18; M1 antag: 9; TAAR1 ag: 18; CHO parental Ca: -5

How did COc1ccc(NC(=O)C2CCCN(S(=O)(=O)c3ccc4c(c3)oc(=O)n4C)C2)c(OC)c1 (configuration not stated) do in these assays?
CHRM1 PAM: 10; TAAR1 antag: 6; CHRM1 agonist: -4; OXTR agonist: -0.2; V1R ag counter: 0.9; OXTR potentiate: -2; M1 antag: -2; TAAR1 ag: 1; CHO parental Ca: -8

Results for CC(C)NC(=O)C1(C)Cc2c(-c3cccc(C(N)=O)c3)ccnc2O1 (configuration not stated) ?
CHRM1 PAM: 5; TAAR1 antag: -13; CHRM1 agonist: 0; M1 antag: -5; TAAR1 ag: 1

What do the screens show for `CCc1ccccc1NC(=O)CN(C)C(=O)c1cccc(S(=O)(=O)N2CCCCCC2)c1`?
CHRM1 PAM: 0; TAAR1 antag: 6; CHRM1 agonist: -2; OXTR agonist: 1.0; V1R ag counter: 0.5; OXTR potentiate: -1; M1 antag: 4; TAAR1 ag: 1; CHO parental Ca: -21

What do the screens show for `NC(=O)C(c1ccccc1)c1ccc(C(=O)c2ccccc2)cc1` (configuration not stated)?
CHRM1 PAM: 5; TAAR1 antag: -8; CHRM1 agonist: 0; OXTR agonist: 6.4; V1R ag counter: 11; OXTR potentiate: -19; M1 antag: -11; TAAR1 ag: 14; CHO parental Ca: -3

Results for O=C1CC(c2ccccc2Cl)CC(O)=C1C=Nc1ccccc1 (configuration not stated) ?
CHRM1 PAM: -10; TAAR1 antag: 14; CHRM1 agonist: -6; OXTR agonist: -0.9; V1R ag counter: 2.5; OXTR potentiate: -3; M1 antag: 7; TAAR1 ag: 5; CHO parental Ca: -14

What do the screens show for `Cc1cc(C)c2cc(C(=O)N3CCC(N4CCCCC4)CC3)[nH]c2c1`?
CHRM1 PAM: 13; TAAR1 antag: 0; CHRM1 agonist: -6; OXTR agonist: -0.9; V1R ag counter: 0.0; OXTR potentiate: -8; M1 antag: -11; TAAR1 ag: 0; CHO parental Ca: -10

Results for N#CC1(Nc2ccc(-c3ccc(NC4(C#N)CCCC4)cc3)cc2)CCCC1 ?
CHRM1 PAM: 3; TAAR1 antag: -6; CHRM1 agonist: -1; M1 antag: -10; TAAR1 ag: 0

What do the screens show for `C=Cc1ccc(Cn2c(C)c(C(=O)NCc3ccccc3C(F)(F)F)sc2=O)cc1`?
CHRM1 PAM: 3; TAAR1 antag: 30; CHRM1 agonist: -4; M1 antag: -19; TAAR1 ag: 2

Results for Cc1ccc(CSCC(=O)NN=C2CCN(C)CC2)cc1 ?
CHRM1 PAM: -1; TAAR1 antag: -2; CHRM1 agonist: -3; OXTR agonist: 0.4; V1R ag counter: 1.1; OXTR potentiate: -9; M1 antag: -7; TAAR1 ag: 2; CHO parental Ca: -7

Results for CN(C(=O)COC(=O)CNC(=O)c1ccc(Cl)cc1Cl)c1ccccc1 ?
CHRM1 PAM: 6; TAAR1 antag: -19; CHRM1 agonist: -3; OXTR agonist: -0.2; V1R ag counter: 0.6; OXTR potentiate: -3; M1 antag: -5; TAAR1 ag: 3; CHO parental Ca: -8

How did CCC(=O)N/N=C/c1ccc(-c2ccc([N+](=O)[O-])cc2)o1 do in these assays?
CHRM1 PAM: 6; TAAR1 antag: -1; CHRM1 agonist: -3; OXTR agonist: 0.3; V1R ag counter: 0.0; OXTR potentiate: -7; M1 antag: -8; TAAR1 ag: 0; CHO parental Ca: 1

What do the screens show for `CCCCn1c(N)c(N(CCC(C)C)C(=O)c2[nH]c(C)c(C(=O)OCC)c2C)c(=O)[nH]c1=O`?
CHRM1 PAM: 5; TAAR1 antag: -8; CHRM1 agonist: -4; OXTR agonist: -0.7; V1R ag counter: 0.3; OXTR potentiate: -1; M1 antag: -10; TAAR1 ag: 0; CHO parental Ca: -14

How did O=C(CCNS(=O)(=O)c1ccccc1C(F)(F)F)NCC(c1ccco1)N1CCCCC1 (configuration not stated) do in these assays?
CHRM1 PAM: 5; TAAR1 antag: 4; CHRM1 agonist: -7; OXTR agonist: -0.1; V1R ag counter: 0.2; OXTR potentiate: 7; M1 antag: -14; TAAR1 ag: 4; CHO parental Ca: -23

How did O=C(Nc1ccccc1)c1ccc(-c2ccc(F)cc2)s1 do in these assays?
CHRM1 PAM: 0; TAAR1 antag: 3; CHRM1 agonist: -6; OXTR agonist: 0.2; V1R ag counter: 1.2; OXTR potentiate: -1; M1 antag: 3; TAAR1 ag: 11; CHO parental Ca: 5

Results for CN(C)CCCNC(=O)c1ccc(-c2nc(-c3ccc(Cl)cc3)cs2)cc1 ?
CHRM1 PAM: -6; TAAR1 antag: 12; CHRM1 agonist: -7; OXTR agonist: 2.9; V1R ag counter: -0.5; OXTR potentiate: -4; M1 antag: 1; TAAR1 ag: 0; CHO parental Ca: -7

What do the screens show for `COc1ccc(CC(=O)NC2CCN(CC(=O)N3CCCc4ccccc43)CC2)cc1OC`?
CHRM1 PAM: 6; TAAR1 antag: 0; CHRM1 agonist: -6; OXTR agonist: 0.5; V1R ag counter: -0.2; OXTR potentiate: 1; M1 antag: 2; TAAR1 ag: 9; CHO parental Ca: 0

Results for O=C(NC1CCCCC1)c1ccc(Cl)c(NC(=O)c2ccccc2F)c1 ?
OXTR agonist: -0.7; V1R ag counter: -0.4; OXTR potentiate: 4; CHO parental Ca: -10

How did CC(NC(=O)c1cccs1)C(c1cccs1)N1CCOCC1 (configuration not stated) do in these assays?
CHRM1 PAM: 1; TAAR1 antag: -6; CHRM1 agonist: -6; OXTR agonist: 0.5; V1R ag counter: 1.4; OXTR potentiate: 6; M1 antag: -7; TAAR1 ag: 0; CHO parental Ca: -7

What do the screens show for `O=C(c1nc2ccccn2c1CNCCCn1nnc2ccccc21)N1CCOCC1`?
CHRM1 PAM: -2; TAAR1 antag: -12; CHRM1 agonist: -11; OXTR agonist: 0.3; V1R ag counter: 1.1; OXTR potentiate: -11; M1 antag: 11; TAAR1 ag: 2; CHO parental Ca: -6

Results for NCCNC(=O)c1c(NC(=O)c2ccccc2)sc2c1CCCC2 ?
CHRM1 PAM: -1; TAAR1 antag: 33; CHRM1 agonist: -6; OXTR agonist: 1.7; V1R ag counter: 1.2; OXTR potentiate: -5; M1 antag: -6; TAAR1 ag: 7; CHO parental Ca: -12

Results for Cc1ccc(OCC(=O)c2cc(C)n(CC(F)(F)F)c2C)c([N+](=O)[O-])n1 ?
CHRM1 PAM: 8; TAAR1 antag: 17; CHRM1 agonist: 1; OXTR agonist: 3.3; V1R ag counter: 3.8; OXTR potentiate: -7; M1 antag: -4; TAAR1 ag: 3; CHO parental Ca: -13

How did CCC(=O)Nc1ccc(NCc2ccc(-c3ccccc3)cc2)cc1 do in these assays?
CHRM1 PAM: 11; TAAR1 antag: 17; CHRM1 agonist: -3; OXTR agonist: -1.0; V1R ag counter: 0.6; OXTR potentiate: 0; M1 antag: -15; TAAR1 ag: 25; CHO parental Ca: -4
